FUS yeast rescue: suppressors of FUS proteinopathy in yeast; S. cerevisiae FUS-expressing, growth rescue, OD600, 24 h; Potency, µM (top dose mostly 76.6 µM), for the others: top-dose growth rescue (activation), actives largely listed as activators; actives 0.24% (n = 390,000);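 note: plate controls were DMSO vehicle for no effect and reference control for full effect; nearly all actives have a fitted effect of over 55% in size; some results filed as inactive show a strong effect at the top dose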
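Steps: raffinose overnight preculture; dilution to OD 0.005 in 2% galactose minimal medium; compound addition (concentration series); 24hr at 30C, 99% humidity; absorbance read at 600 nm.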
PTHR1 agonist: PTHR1 (human) receptor agonism; Q03431; HEK293 GP2 PTHR1 cells, GloSensor cAMP luminescence, 1 h; Potency, µM (series often up to 115 µM), inactives show top-dose activation, actives largely listed as activators; actives 0.075% (n = 410,000); note: nearly all actives have a fitted effect of over 55% in size; some results filed as inactive show a strong effect at the top dose; inactives centre near -15; many of its hits are not listed in these tables
Target sequence (Q03431 whole entry, looked up): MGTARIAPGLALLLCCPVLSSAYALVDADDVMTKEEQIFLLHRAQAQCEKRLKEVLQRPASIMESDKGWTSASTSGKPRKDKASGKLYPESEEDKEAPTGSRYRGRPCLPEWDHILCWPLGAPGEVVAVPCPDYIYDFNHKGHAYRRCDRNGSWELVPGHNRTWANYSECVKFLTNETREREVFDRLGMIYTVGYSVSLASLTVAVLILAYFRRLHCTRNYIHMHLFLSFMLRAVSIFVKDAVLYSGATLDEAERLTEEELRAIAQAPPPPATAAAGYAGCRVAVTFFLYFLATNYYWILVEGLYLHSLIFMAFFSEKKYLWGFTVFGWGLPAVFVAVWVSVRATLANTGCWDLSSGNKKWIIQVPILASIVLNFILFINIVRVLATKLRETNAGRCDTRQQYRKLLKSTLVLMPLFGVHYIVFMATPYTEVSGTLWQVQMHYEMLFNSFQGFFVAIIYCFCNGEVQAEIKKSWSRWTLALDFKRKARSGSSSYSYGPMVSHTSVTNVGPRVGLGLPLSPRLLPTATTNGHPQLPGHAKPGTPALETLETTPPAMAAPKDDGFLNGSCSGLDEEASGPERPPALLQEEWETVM
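HEK-293-derived GP2 cells expressing PTHR1 and a GloSensor cAMP reporter, 3,000/well, plated overnight, given luciferin plus IBMX (each 0.5 mM as added) for 1 h at 37 °C, then compound for 1 h at 37 °C. Luminescence was read after 15 min at room temperature.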
TDP-43 yeast inh: inhibitors of TDP-43 toxicity in yeast; TDP-43 expressing yeast growth rescue, BacTiter-Glo, 24 h; Potency, µM (top dose mostly 46.1 µM), for inactives: at the top dose growth rescue (activation), usual class: activators; actives 1.8% (n = 410,000); note: % of control where 0% means no effect; nearly all actives have a fitted effect of over 50% in size
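Cell-based yeast growth screen: TDP-43 expression induced in galactose, inoculum OD600=0.02 after raffinose pregrowth to mid-log. Read-out BacTiter-Glo luminescence at 24 hr, 30 deg C; inhibition of toxicity seen as signal increase.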
* marks the source's active call; other numbers are inactive results; i = inactive; u = inconclusive; [ ] = remark or other dose. Calls come from the whole dose curve; as a rule, active = well fitted curve in the direction sought with a large enough effect; inconclusive = small, poorly fitted or top-dose-only effect, or another doubt; inactive = no such curve, though single readings can be large; an effect the other way counts as inactive or inconclusive. Potency is the fitted concentration of half-maximal effect. The list is partial; rates above refer to the full screens.

SMILES	FUS yeast rescue	PTHR1 agonist	TDP-43 yeast inh
Cc1ccc(-n2ncc3c(N4CCC(Cc5ccccc5)CC4)ncnc32)cc1	-13%	-7%	0%
COc1ccc(OC)c(NC(=O)c2ccc3c(SCC(=O)O)c4c(nc3c2)CCCC4)c1	-8%	-21%	21%
Cc1cc(N2CCN(c3ccccc3F)CC2)n2cnnc2n1	-15%	-24%	u
Cc1ccc(CN2COc3cc(C)c4c(oc(=O)c5ccccc54)c3C2)cc1	-13%	-10%	5%[9.22 µM]
Cc1ccc(CNC(=O)C(C)n2c(=O)cc(-c3ccccc3)c3c(C)nn(C)c32)cc1 (stereo not drawn)	8%	-1%	22µM*
COC(=O)c1cc2oc3ccccc3c2n1Cc1nc(-c2cccc(Cl)c2)oc1C	0%	-19%	-8%
COc1ccc(-c2cc3ccc(O)c(CN4CCCC(C)C4)c3oc2=O)cc1 (stereo not drawn)	-1%	-14%	u
Cc1ccc(N2CC(NC(=O)c3cccc(Cl)c3)CC2=O)cc1C (stereo not drawn)	8%	-24%	27%
CCn1cc(C(=O)NCc2ccccc2)c(=O)c2cc(S(=O)(=O)N3CCCCCC3)ccc21	14%	-6%	11%
COc1ccc(OCC(=O)Nc2nnc(S(=O)(=O)N3CCc4ccccc43)s2)cc1	13%	-32%[inhibitor]	7%
CSc1ncc(C(=O)Nc2cccc(Cl)c2C)c(-c2ccccc2)n1	-18%	-37%[inhibitor]	-10%
Cc1c(Cl)cccc1NC(=O)N1CCOc2ccccc21	-22%	-15%	13µM*
CCOc1ccc(C2=NC(c3cccs3)=Nc3ccc(CC)cc3N2)cc1OCC	u	-24%	12%[9.22 µM]
Cc1cccc(-c2nc(CCNC(=O)Cc3ccccc3)cs2)c1	24%	i	16µM*
COc1cccc(CNC(=O)CN2C(=O)CCn3nc(-c4cn(C)c5ccccc45)cc32)c1OC	-3%	-41%[inhibitor]	8%
COc1cc(OC)c(NC(=O)Cn2c(=O)oc3cc(S(=O)(=O)N4CCCC4)ccc32)cc1Cl	8%	i	5%
Cc1cccc(C(=O)Nc2nnc(SCc3cc(=O)n4cccc(C)c4n3)s2)c1	-9%	-22%	0%
COc1ccccc1-c1c(C(F)(F)F)oc2c(CN3CCCCC3C)c(O)ccc2c1=O (stereo not drawn)	1%	i	u
CC(=O)N1c2ccccc2C(=O)C1N1CCN(c2ccc(F)cc2)CC1 (stereo not drawn)	35%	-18%	u
COc1cccc(CCNc2ncnc3c2nnn3C)c1	-11%	-63%[inhibitor]	30%
COc1ccc(C)cc1NC(=O)CCc1c(C)nn(-c2ccc(N3CCOCC3)nn2)c1C	u	i	u
COc1ccc(NC(=O)Cn2c(=O)oc3cc(S(=O)(=O)NC4CCCC4)ccc32)cc1OC	24%	-10%	8%
CCC(=O)N1CCc2cc(Br)cc(S(=O)(=O)N3CCN(c4ccccc4OC)CC3)c21	-14%	i	22%
COc1cc(Nc2nc(SCc3ccccc3Cl)nc3ccccc23)cc(OC)c1	u	i	20µM*
COc1cc(Cl)c(C)cc1NC(=O)c1cn(C2CCCC2)c(=O)c2c1c1ccccc1n2C	-14%	-22%	13%
CCN(c1ccccc1)c1nnc(NC(=O)Nc2cccc(Cl)c2C)s1	-14%	i	15%
CCOc1ccc(CNC(=O)c2sc3ncnc(N(C)C4CCCCC4)c3c2C)cc1	u	-9%	u
CCCN(C(=O)Cn1nc(Cc2cccnc2)c2ccccc2c1=O)c1ccc(C(C)C)cc1	49%	10%	-28%
COCCNC(=O)CSc1nc2cc3c(cc2c(=O)n1CCCCCC(=O)NCc1ccc(OC)cc1)OCO3	1%	16%	-9%
COc1ccc(NC(=O)CC2C(=O)N(c3cccc(OC)c3)C(=O)N2Cc2cccnc2)cc1 (stereo not drawn)	4%	i	0%
CCc1c(C)sc2c1CCN(C(=O)Nc1ccccc1C(=O)OC)C2c1ccc(OC)cc1 (stereo not drawn)	-7%	i	7%
COC(=O)c1ccccc1NC(=O)c1cc(-c2ccc(Cl)cc2)on1	-4%	i	9%
CCc1cccc(C)c1NC(=O)C1CCN(S(=O)(=O)Cc2ccccc2)CC1	-13%	-19%	8%
Cc1c2cnn(CC(=O)NC(C)C)c(=O)c2c(C)n1Cc1cccc(Cl)c1	-15%	-66%[inhibitor]	26%
COc1cccc(CNC(=O)Cn2nc(-c3ccc(C)cc3)ccc2=O)c1	15%	i	23%
Nc1ncc(S(=O)(=O)NCc2cccc(Cl)c2)cn1	-14%	13%	-8%
COc1ccc(CC(=O)Nc2ccc(-c3nc4ccccc4s3)cc2Cl)cc1	-3%	u	17%[9.22 µM]
COc1ccc(OC)c(NC(=O)c2c(NCc3ccc(C)o3)sc3c2CCC(C)C3)c1 (stereo not drawn)	u	i	19%
COc1ccc(Cl)cc1NC(=O)CSc1nc(=O)n(Cc2ccco2)c2c1CCC2	u	i	u
COc1ccc(C(=O)Nc2ccc3oc(-c4cccnc4)nc3c2)cc1	10%	-15%	20%
CCCCNC(=O)c1ccc2c(c1)NC(=O)C(CS(=O)(=O)Cc1ccc(F)cc1Cl)N2 (stereo not drawn)	-12%	5%	9%
CCCCn1cnc2cc(NC(=O)c3cc(OC)c(OC)c(OC)c3)ccc21	4%	-4%	18%
CCOc1ccc(OCC)c(NC(=O)C2CCN(S(=O)(=O)c3c(C)noc3/C=C/c3ccccc3F)CC2)c1	-2%	0%	23%
Cc1cccc(-c2c3c(=O)n(C)c(=O)n(C)c3c3cnc4ccccc4n23)c1	14%	i	0%
Cc1cccc(C)c1NC(=O)c1c(C)oc2c1C1=NCCN1C=N2	-6%	i	4%
Cn1cc(C(c2ccccc2)c2ccc(Cl)s2)c2ccccc21 (stereo not drawn)	-24%	-37%[inhibitor]	2%
COc1ccc(-n2nc(C(=O)Nc3ccc(C(C)=O)cc3)nc2-c2ccccc2)cc1	18%	-9%	22µM*
CC(=O)Nc1nc2n(n1)C(c1ccc(F)cc1)C=C(c1ccc(Cl)cc1)N2 (stereo not drawn)	-19%	-3%	5%[9.22 µM]
Cc1ccc(S(=O)(=O)c2nnn3c2nc(N2CCN(c4cccc(C)c4C)CC2)c2ccccc23)cc1C	3%	-13%	-6%
COc1cccc(CNC(=O)CCc2c(C)nc3c(c2C)c(=O)n(C)c(=O)n3C)c1	-20%	-53%[inhibitor]	7%

Profiles, looked up by structure. Order of screens: FUS yeast rescue, PTHR1 agonist, TDP-43 yeast inh
COc1ccc(OC)c(NC(=O)c2c(NCc3ccc(C)o3)sc3c2CCC(C)C3)c1 (stereo not drawn) as listed: u, i, 19%
Cn1cc(C(c2ccccc2)c2ccc(Cl)s2)c2ccccc21 (stereo not drawn) as listed: -24%, -37%[inhibitor], 2%

Further compounds.
SMILES	FUS yeast rescue	PTHR1 agonist	TDP-43 yeast inh
Cc1ccc(N(Cc2cccs2)C(=O)Nc2cccc(Cl)c2)cc1	-5%	i	6%
Cc1cc(C)c2nc(N3CCCC(C(=O)NCc4cccc(Cl)c4)C3)sc2c1 (stereo not drawn)	-20%	i	20%
Cc1cn2c(=O)cc(COC(=O)c3cccc(NC(=O)COc4ccccc4Cl)c3)nc2s1	-15%	-31%	21%
Cc1cccc(-c2nc(CCNC(=O)c3ccc(Br)o3)cs2)c1	38%	i	16µM*
CCOc1ccc(NC(=O)c2cnc3sc(N4CCOCC4)nn3c2=O)cc1	9%	14%	-5%
CCN1C(=O)c2ccccc2S(=O)(=O)c2ccc(C(=O)NCc3ccc(C)cc3)cc21	u	-48%[inhibitor]	14%
COc1ccc(-n2cc(C(=O)Nc3cc(F)ccc3F)c3ccccc3c2=O)cc1	33%	i	u
COc1cc(OC)c(NC(=O)Cn2ncn3c(cc4cc(C)ccc43)c2=O)cc1Cl	15%	25%	15%
Cc1ccc(CC(=O)N(Cc2nc(-c3ccc(C)cc3)no2)C(C)C)cc1	27%	-19%	25µM*
Cc1ccc(N(Cc2cccs2)C(=O)c2ccc(OC(C)C)cc2)cc1	30%	i	7%
Cc1ccc(Cl)cc1NC(=O)Cn1c(=O)n(CCCS(=O)(=O)C2CCCCC2)c(=O)c2ccccc21	23%	-45%[inhibitor]	20%
COc1ccc(C)cc1NC(c1nnc(-c2ccccc2)o1)c1ccc(F)cc1Cl (stereo not drawn)	u	i	9%
Cc1cccc(Oc2ccc3c(c2)Oc2ccccc2NC3=O)c1	-1%	i	22%
CCC(C)NC(=O)Cn1ccc2cc(S(=O)(=O)N3CCCCC3)ccc21 (stereo not drawn)	0%	i	11%
CCN(Cc1ccccc1)C(=O)Cn1cc(S(=O)(=O)Cc2cccc(Cl)c2)c2ccccc21	45%	i	28%
CCOC(=O)c1cc(-c2ccccc2)n(-c2cccc(C(=O)Nc3cccc(SC)c3)c2)c1C	25%	-37%[inhibitor]	-11%
CC(C)CCSc1nc2c(c(=O)n(C)c(=O)n2C)n1Cc1ccccc1Cl	-19%	-3%	0%
Oc1cccc(-c2nc3ncccn3c2Nc2cccc(C(F)(F)F)c2)c1	-3%	-4%	22%
COc1ccc(Cn2ccc3nc(C)c(C(=O)NCc4ccc(F)cc4)cc3c2=O)cc1	-9%	-10%	6%
Cc1ccc(-n2c(=O)c3c(C)c(C)sc3n(CC(=O)c3ccc(Cl)cc3)c2=O)cc1C	-12%	-1%	18%

12 of the compounds above, with values under each structure.
Sequence of screens – FUS yeast rescue	PTHR1 agonist	TDP-43 yeast inh
- Cc1ccc(CC(=O)N(Cc2nc(-c3ccc(C)cc3)no2)C(C)C)cc1
 : 27%	-19%	25µM*
- Cc1ccc(N(Cc2cccs2)C(=O)c2ccc(OC(C)C)cc2)cc1
 : 30%	i	7%
- Cc1ccc(Cl)cc1NC(=O)Cn1c(=O)n(CCCS(=O)(=O)C2CCCCC2)c(=O)c2ccccc21
 : 23%	-45%[inhibitor]	20%
- COc1ccc(C)cc1NC(c1nnc(-c2ccccc2)o1)c1ccc(F)cc1Cl (stereo not drawn)
 : u	i	9%
- Cc1cccc(Oc2ccc3c(c2)Oc2ccccc2NC3=O)c1
 : -1%	i	22%
- CCC(C)NC(=O)Cn1ccc2cc(S(=O)(=O)N3CCCCC3)ccc21 (stereo not drawn)
 : 0%	i	11%
- CCN(Cc1ccccc1)C(=O)Cn1cc(S(=O)(=O)Cc2cccc(Cl)c2)c2ccccc21
 : 45%	i	28%
- CCOC(=O)c1cc(-c2ccccc2)n(-c2cccc(C(=O)Nc3cccc(SC)c3)c2)c1C
 : 25%	-37%[inhibitor]	-11%
- CC(C)CCSc1nc2c(c(=O)n(C)c(=O)n2C)n1Cc1ccccc1Cl
 : -19%	-3%	0%
- Oc1cccc(-c2nc3ncccn3c2Nc2cccc(C(F)(F)F)c2)c1
 : -3%	-4%	22%
- COc1ccc(Cn2ccc3nc(C)c(C(=O)NCc4ccc(F)cc4)cc3c2=O)cc1
 : -9%	-10%	6%
- Cc1ccc(-n2c(=O)c3c(C)c(C)sc3n(CC(=O)c3ccc(Cl)cc3)c2=O)cc1C
 : -12%	-1%	18%

Going on with the list:
SMILES	FUS yeast rescue	PTHR1 agonist	TDP-43 yeast inh
CCn1c(C(=O)NCCc2ccc(S(N)(=O)=O)cc2)cc2sc(Cl)cc21	8%	-22%	-9%
CCN(CC)CCCNC(=O)c1nn(-c2ccc(C)cc2)c(=O)c2c1c1ccccc1n2C	6%	-17%	10%
CCOc1ccc(CNC(=O)C2CCCN(c3nn4cc(-c5ccc(F)cc5)nc4s3)C2)cc1 (stereo not drawn)	-8%	-18%	1%
Cc1ccc2oc3c(c(=O)c2c1)C(c1ccc(F)cc1)N(Cc1ccc2c(c1)OCO2)C3=O (stereo not drawn)	-17%	18%	-7%
COc1cccc(-n2c(=O)c3c4c(sc3n(Cc3ccc(F)cc3Cl)c2=O)CCCC4)c1	-7%	-36%	14%
COc1cc(OC)c(NC(=O)c2cc3c(s2)-c2ccc(Cl)cc2SC3)cc1Cl	-20%	i	u
CC(=O)c1nn(-c2ccc(OC(F)(F)F)cc2)nc1Nc1ccc(C)cc1	-12%	u	2%
Cc1cccc(NC(=O)CCS(=O)(=O)c2ccc3c(c2)n(C)c(=O)c(=O)n3C)c1C	3%	-16%	1%
CCn1c(=O)n(-c2ccc3c(c2)OCO3)c2nc(-c3ccc(C(C)C)cc3)nc(C(N)=O)c21	-11%	u	-18%
CC1=C(C(=O)OC2CCCC2)C(c2ccccc2C(F)(F)F)CC(=O)N1 (stereo not drawn)	1%	-20%	14%
O=C(CC1(O)C(=O)N(Cc2ccccc2)c2ccc(Br)cc21)c1ccccc1 (stereo not drawn)	8%	-48%[inhibitor]	3%
COc1ccc(C)cc1NC(=O)Cn1c(=O)nc(-c2ccccc2F)c2cc(Cl)ccc21	-16%	i	12%
CCCCCn1c(=O)[nH]c2cc(C(=O)N3CCN(c4ccc(OC)cc4)CC3)ccc2c1=O	19%	-85%[inhibitor]	3%
